Screens from PubChem BioAssay.
eLon inh: inhibitors of E. coli Lon protease | 0.42% of 360,000 active | purified E. coli Lon protease, fluorescence polarization | inhibition, % at 7.94 µM | P0A9M0; in the data active means inhibition above about 13%, passing the limit was not always enough;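 further: 0% = enzyme with probe and DMSO and 100% = no enzyme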
SKN-1 inh: inhibitors of C. elegans SKN-1 | C. elegans VP596 Pgst-4::GFP/RFP ratio, acrylamide-induced, 24 h | inhibition, % at 21.8 µM | 0.49% of 360,000 active;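 active means interference check ratio from 0.5 to 1.5 plus GFP to RFP signal ratio inhibition reaching or exceeding a fixed threshold, cut at about 30% in these data, passing the limit was not always enough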; further: some compounds called inactive have numbers as strong as hits
NRP1-CendR mod: NRP-1/CendR interaction modulation; AID 602438; FAM-RPARPAR peptide binding to NRP-1, fluorescence polarization; 0.85% of 360,000 active; inhibition, % at 25 µM;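 active means inhibition or corrected inhibition above about 18%, plus a signal ratio from 0.5 to 1.5, limit read from the data, passing the limit was not always enough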; further: strong numbers were not always called active
Tb MetRS inh: Trypanosoma brucei MetRS inhibition. 0.4% of 360,000 active. AID 624268. purified T. brucei MetRS, ATP depletion, Kinase-Glo luminescence. inhibition, % at 11.9 µM;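 active means inhibition above a per-plate cutoff of the control wells' mean inhibition plus 3 SD, cut at about 5.5% in these data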;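 further: 0% = DMSO wells median and 100% = median of wells with control inhibitor compound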
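Assay system: T. brucei methionyl-tRNA synthetase, purified | Medium: HEPES buffer with MgCl2, KCl, DTT, spermine, BSA, pyrophosphatase | Compound: 11.9 µM single point | Incubation: 15 min enzyme-compound preincubation, 2 h reaction, 10 min detection, 25 °C | Measured by: Kinase-Glo luciferase luminescence reporting remaining unconsumed ATP | Measure: % inhibition normalized to control-well medians | Replication: Singlicate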
MT1-MMP act inh: MT1-MMP (human) activation inhibition. HT1080 RFP-PRO-GFP cells, GFP/RFP ratio fluorescence, overnight; percent of plate control window, DMSO zero. GFP/RFP ratio change, % at 20 µM. 0.061% of 360,000 active. AID 651647;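 active means GFP/RFP ratio change of at least 30% with cell ATP level not reduced by more than half and red fluorescence within 50% of control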; further: strong numbers were not always called active
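Material – HT1080 RFP-PRO-GFP cells · Control set – DMSO wells and RFP-L50D-GFP cells · Incubation – overnight cell settling, then overnight compound exposure, 37 °C, 5% CO2 · Compound dosing – single-point 20 µM compound, 1% DMSO · Read-out – GFP/RFP fluorescence ratio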
FAS-TE inh: FAS thioesterase (human) inhibition | recombinant FAS-TE, OMFH fluorogenic substrate, fluorescence endpoint | inhibition, % at 15 µM | 0.67% of 360,000 active | AID 602261;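 active means compounds whose normalised, plate-corrected inhibition of enzyme fluorescence in the single-dose primary screen is 50% or more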;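 further: 0% = DMSO with enzyme and 100% = substrate without enzyme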
MsrA inhibitor: inhibitors of bovine MsrA; purified bovine MsrA, absorbance read-out; inhibition, % at 15.5 µM; 0.75% of 360,000 active; AID 651718; in the data active means inhibition above about 4.5%;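 further: 0% = vehicle wells with enzyme and 100% = reference inhibitor wells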
MsrA act: bovine methionine sulfoxide reductase A activation. purified bovine MsrA, absorbance read-out. activation, % at 10.6 µM. 0.3% of 360,000 active. AID 602163; in the data active means activation above about 7.5%;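 further: 0% = vehicle and 100% = reference activator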
MLLE-PAM2 inh: blocks PAM2 peptide binding to the PABP1 MLLE domain; 0.36% of 360,000 active; P11940; AID 588489; inhibition, % at 20 µM; GST-MLLE / FITC-PAM2 fluorescence polarization; in the data active means inhibition above about 35%, passing the limit was not always enough;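 further: plate controls were DMSO wells with GST-MLLE for no effect and wells lacking GST-MLLE protein for full effect; some results filed as inactive read as strong as hits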
Numbers without * were called inactive; / = not tested or not shown. Hits appear at their usual frequency, and some 4% of all compounds hit somewhere here.

SMILES	eLon inh	SKN-1 inh	NRP1-CendR mod	Tb MetRS inh	MT1-MMP act inh	FAS-TE inh	MsrA inhibitor	MsrA act	MLLE-PAM2 inh
Cc1cc(O)cc2c1C(=O)/C(=C/c1ccco1)O2	-26	22	-72	1.0	-28	-5	2.2	-4	-11
C/C(=N/NC(=O)CNC(=O)c1cccs1)c1ccc(Cl)cc1	-1	-5	9	-0.8	-1	2	1.2	-10	2
Clc1ccc(/C=N\Nc2ccccc2)cc1	6	3	-16	-0.3	-2	20	1.9	-2	-2
COc1ccc(C2OC(CCc3ccccc3)Cc3[nH]c(=S)[nH]c(=O)c32)cc1 (stereo not drawn)	-3	-12	-10	-0.5	-1	22	-1.3	-2	/
CCc1noc(N)c1C(=O)Nc1ccc(F)c(Cl)c1	-5	-10	-4	0.3	-2	-16	-0.1	-1	-10
CN(C(=O)COc1ccccc1C(=O)NCCc1ccccc1)c1ccccc1	-9	6	1	-0.7	3	-1	-0.6	-1	-6
CCOC(=O)c1cc(NC(=O)c2cnccn2)cc(C(=O)OCC)c1	6	5	0	-0.4	2	-4	-0.4	-3	0
Cc1nc2sc(C#N)c(N)c2c2c1CCCC2	6	-9	10	-0.3	-7	2	1.2	-1	2
CCN(CC)S(=O)(=O)c1ccc(N2CCOCC2)c(NC(=O)CC(C)(C)C)c1	-4	-1	-2	-0.1	5	-2	-0.1	-1	5
C[C@H]1NS(=O)(=O)c2ccc(Br)cc2O[C@H]1c1ccccc1	10	-16	-23	-0.5	1	16	0.1	-1	-8
O=S(=O)(c1ccc2ccccc2c1)N1CCN(C(=S)Nc2ccccc2F)CC1	-9	14	0	0.4	5	25	0.8	-2	-108
COc1cc2c(cc1OC)C1(Nc3c-2c(Cc2ccccc2)nn3-c2ccccc2)C(=O)Nc2ccccc21 (stereo not drawn)	-8	-1	-4	-0.6	-14	24	0.3	2	-3
Cc1ccc(S(=O)(=O)N2CCCCC2)cc1NC(=O)[C@@H]1CCCN1C(=O)c1cccs1	12	-3	-3	0.1	4	-6	-0.4	0	-9
COc1cc(C(C)=O)ccc1OCC(O)Cn1nc(C)c(Br)c1C (stereo not drawn)	-14	-2	-3	-0.6	11	3	-0.3	-1	4
BrC(=C\c1ccccc1)/C=N/Nc1nc2ccccc2[nH]1	7	8	-6	1.5	8	-21	1.5	-2	-35
COc1ccc(/C=C(\NC(=O)c2ccc(C)cc2)C(=O)NCC2CCCO2)cc1 (stereo not drawn)	1	-9	2	-1.0	-5	-11	0.1	-9	6
Cc1ccccc1C(=O)Nc1nnc(S(=O)(=O)N(C)Cc2ccco2)s1	-12	6	-8	-0.1	3	6	0.2	-3	8
CCSc1nnc(-c2cccc(S(=O)(=O)N(CC)CC)c2)n1Cc1ccccc1	-1	-2	-3	-1.1	0	10	0.6	-5	-11
CC1Oc2ccccc2C=C1/C=N/NC(=O)c1ccncc1 (stereo not drawn)	3	-1	18	-0.2	6	-4	1.5	-5	7
Cc1ccc(N2CC(C(=O)NCc3ccc(C)n3C)CC2=O)cc1 (stereo not drawn)	3	-4	-10	-0.3	-1	-2	-0.1	-1	-2
O=C(c1cccnc1)N1CCN(S(=O)(=O)c2ccc(F)cc2)CC1	9	12	-7	-0.4	-1	-4	-0.8	-3	-10
CCN(C(=O)CSc1nnnn1-c1ccc(Cl)cc1)C1CCS(=O)(=O)C1 (stereo not drawn)	-6	-10	-25	-0.3	2	-9	-0.7	-9	-4
C=CCNc1oc(-c2ccc(OCC)cc2)nc1C#N	5	22	-66	-0.2	0	8	0.6	-2	-4
N#CCc1nn(-c2ccccc2)c(N)c1C#N	-6	0	1	0.0	-2	-4	-0.5	3	1
Cc1nn(-c2ccccc2)c(Cl)c1CN(C(=O)CCl)c1cccc2ccccc12	-13	2	-1	0.1	-47	29	0.2	-4	-11
COc1cc(/C=C2/C(=O)NN(c3cccc(F)c3)C2=O)ccc1OC(=O)c1ccco1	2	13	-14	0.0	1	-4	-1.1	-2	17
CCOC(=O)N1CCN(C(=O)c2ccccc2NC(C)=O)CC1	1	5	3	-0.8	-2	-7	-1.6	-7	2
O=C(Nc1nccs1)c1sc2cc(Cl)ccc2c1Cl	0	5	-3	-0.8	6	4	0.7	-2	4
CCc1ccc(CNC(=O)Cn2nc(-c3ccccc3)ccc2=O)cc1	-2	-17	11	-1.3	-1	9	0.6	-12	7
Cc1c(Cl)cccc1NC(=O)Cn1nc(C)n2cccc2c1=O	5	-8	-8	-0.6	1	-1	-0.9	-5	5

Six entries already listed, ordered by heavy-atom count, lowest first:
SMILES	eLon inh	SKN-1 inh	NRP1-CendR mod	Tb MetRS inh	MT1-MMP act inh	FAS-TE inh	MsrA inhibitor	MsrA act	MLLE-PAM2 inh
CC1Oc2ccccc2C=C1/C=N/NC(=O)c1ccncc1 (stereo not drawn)	3	-1	18	-0.2	6	-4	1.5	-5	7
Cc1ccc(N2CC(C(=O)NCc3ccc(C)n3C)CC2=O)cc1 (stereo not drawn)	3	-4	-10	-0.3	-1	-2	-0.1	-1	-2
CCN(C(=O)CSc1nnnn1-c1ccc(Cl)cc1)C1CCS(=O)(=O)C1 (stereo not drawn)	-6	-10	-25	-0.3	2	-9	-0.7	-9	-4
COc1ccc(C2OC(CCc3ccccc3)Cc3[nH]c(=S)[nH]c(=O)c32)cc1 (stereo not drawn)	-3	-12	-10	-0.5	-1	22	-1.3	-2	/
CN(C(=O)COc1ccccc1C(=O)NCCc1ccccc1)c1ccccc1	-9	6	1	-0.7	3	-1	-0.6	-1	-6
COc1cc2c(cc1OC)C1(Nc3c-2c(Cc2ccccc2)nn3-c2ccccc2)C(=O)Nc2ccccc21 (stereo not drawn)	-8	-1	-4	-0.6	-14	24	0.3	2	-3

Continuation.
SMILES	eLon inh	SKN-1 inh	NRP1-CendR mod	Tb MetRS inh	MT1-MMP act inh	FAS-TE inh	MsrA inhibitor	MsrA act	MLLE-PAM2 inh
O=C(NCc1ccccc1Cl)c1ccc2c(=O)n(CC3CCCO3)c(=S)[nH]c2c1 (stereo not drawn)	-5	-1	4	0.6	5	7	2.6	-4	-41
Cc1cccc(C)c1NC(=O)CSc1ncnc2[nH]ncc12	-8	6	7	0.3	-2	-8	1.0	-1	-8
Cc1ccccc1OCc1nnc(SCC(=O)NCc2ccccc2)n1C	-2	-22	3	-0.1	5	-7	-0.1	-1	6
CC(C)c1ccc(C(C(C(=O)c2ccccc2)N2CCOCC2)N2CCOCC2)cc1 (stereo not drawn)	-12	4	6	-0.1	1	13	0.6	-2	-4
CCCP(=O)(CC(=O)N(CC)CC)c1ccccc1 (stereo not drawn)	-6	19	20	0.3	-6	-6	0.6	1	10
Cc1cc(Br)c(NC(=O)COC(=O)C2CCCCC2)c(Br)c1	-2	0	-2	-0.7	4	0	-0.3	-10	-3
COc1ccc(CNC(=O)CSc2ncn[nH]2)cc1OC	-5	-7	-1	-1.1	3	-7	-0.6	-9	2
CCc1nnc(NC(=O)c2cc(OC)c(OC)cc2[N+](=O)[O-])s1	5	-5	0	0.2	2	-4	2.7	-4	2
Cc1ccc(CNC(=O)C2CCN(C(=O)Nc3ccccc3)CC2)cc1	-9	27	6	-0.1	2	0	0.2	-2	-9
COc1ccccc1CNC(=O)c1cc2ccccc2o1	12	-2	-1	-0.6	3	1	2.8	-5	2
Cc1cccn2c(=O)c3cc(C#N)c(=NC(=O)c4ccco4)n(Cc4ccco4)c3nc12	3	-2	-32	-0.3	-21	28	-1.0	-6	16
COc1ccc(-c2nnc(-c3ccc(F)cc3)o2)cc1	-7	22	-7	-0.3	-1	3	-0.1	2	11
COc1ccccc1NC(=O)C(C)Sc1nnc2ccccn12 (stereo not drawn)	-13	0	6	0.4	5	-2	1.8	5	6
CC(=O)N1CCCc2cc(S(=O)(=O)N3CCCC(C(=O)N4CCN(c5cc(C)ccc5C)CC4)C3)ccc21 (stereo not drawn)	-9	8	-15	0.3	4	29	0.4	0	5
CN(C)c1ccc(CNC(=O)CCS(=O)(=O)c2ccc3c(c2)oc(=O)n3C)cc1	-3	21	8	-0.4	-1	-5	-1.3	-4	-2
CCOC(=O)C1CCN(C(=S)Nc2cc(C)ccc2C)CC1	13	12	-4	0.8	0	-7	1.1	-2	-65
OCC1OC(n2cnc3c(=S)nc[nH]c32)CC1O (stereo not drawn)	-6	-1	-9	-0.1	4	-3	1.9	4	36
NC(=O)Cn1cnc2c(nnn2-c2cccc(Cl)c2)c1=O	3	-7	6	-0.6	-2	-3	-0.5	-4	3
CCc1c(C#N)c(=O)[nH]c(=O)n1-c1ccccc1	-13	0	12	1.2	6	-4	2.6	-3	3
COc1ccc(C2C(C(=O)OCC(=O)N3CCCCC3)CCC(=O)N2c2ccc(OC)cc2)cc1 (stereo not drawn)	-1	16	-2	-0.2	5	-4	-0.5	2	-30
CCCC(C)C(=O)Nc1ccccc1C(=O)OCC (stereo not drawn)	11	-7	-5	-1.3	3	1	1.3	-4	-11
COCCN(C(=O)COC(=O)CCC(=O)c1ccc(C)cc1)c1c(N)n(Cc2ccccc2)c(=O)[nH]c1=O	10	10	-7	-0.5	-1	-1	0.5	-5	-17
CN(C(=O)c1ccc(NC(=O)Cc2cccc(NC(=O)C3CCN(C(=O)C4CCC4)CC3)c2)cc1)C1CC1	0	-5	2	-1.0	0	-11	-0.1	-3	8
CCN1CCCc2cc(CN(CCN3CCOCC3)C(=S)Nc3ccc(C)cc3)ccc21	10	17	-12	1.0	1	13	-0.5	-4	-90
Cc1[nH]c2ccc(OC(=O)N3CCOCC3)cc2c1C(=O)OC(C)C	5	-10	17	-0.8	2	-6	0.8	-2	15
O=C(O)C1CCCCN1S(=O)(=O)c1ccccc1 (stereo not drawn)	1	-14	0	-0.7	1	-10	0.5	-5	-6
Cc1ccc(NC(=O)C[n+]2ccccc2)cc1C	-3	0	3	-0.2	-1	-6	0.1	-4	5
Cc1ccc(N=C2NC(=O)CS2)c(C)c1	1	-5	3	-8.7	3	-6	0.2	-1	-14
O=C(CCNC(=O)c1ccccc1Cl)NCC1CCCO1 (stereo not drawn)	-5	4	-12	-0.3	0	0	0.3	-3	10
COCc1cc(=O)[nH]c(=S)[nH]1	4	-1	-14	-0.4	-4	-12	1.4	9.9*	40*
C[C@@H]1CN([C@H](C)CO)C(=O)CCCn2nncc2CO[C@H]1CN(C)CC1CC1	-3	4	11	-0.6	0	-8	0.6	-3	-1
O=C(c1ccc(F)cc1)C1CCN(Cc2ccc(F)cc2)CC1	-19	5	-16	0.3	-2	2	-0.1	-3	-29
N#C/C(=C\c1ccccc1C(F)(F)F)C(=O)Nc1ccccc1F	-9	-6	-2	0.3	4	36	-1.0	-2	-12
Nc1c(S(=O)(=O)c2cccs2)c2nc3ccccc3nc2n1Cc1ccc2c(c1)OCO2	-3	6	8	0.4	-8	32	2.4	-3	-12
CCC(C(=O)Nc1cccc(C(=O)O)c1)c1ccccc1 (stereo not drawn)	-4	-8	8	-0.1	5	-6	0.8	-8	-2
COc1ccc(C(=O)CSc2nnc(CNC(=O)c3ccco3)n2C)cc1OC	-5	-2	-10	-0.1	4	-9	0.4	0	-18
CCOc1ccc2nc(NC(=O)c3ccc(S(=O)(=O)N4CCOCC4)cc3)sc2c1	-2	35*	-14	-0.5	5	10	0.4	-2	8
C=CCn1c(COc2ccc(F)cc2)nnc1SCC(=O)c1c[nH]c2c(CC)cccc12	3	0	6	-0.4	3	-6	1.3	-12	-10
CC(N)c1csc(Nc2cc(Oc3ccccc3)ncn2)n1 (stereo not drawn)	6	10	-10	-0.2	-9	-7	0.0	-2	5
